# SENP6 block: inhibitors of human SENP6 protease. Recombinant SENP6 catalytic domain, aminoluciferin luminescence. inhibition, % at 10 µM. hit rate 1.8% among 330,000;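 active means inhibition above about 50% at the single tested dose, limit read from the data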;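 further: plate controls were DMSO wells with enzyme for no effect and DMSO wells lacking enzyme for full effect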
# SENP8 block-1: inhibitors of human SENP8 protease; Q96LD8; purified SENP8, Z-RLRGG-aminoluciferin cleavage, luminescence; inhibition, % at 10 µM; hit rate 1.2% among 330,000; AID 2540; in the data active means inhibition above about 50%
# Apaf-1 inh: blocks human Apaf-1 apoptosome activity | reconstituted apoptosome caspase-3 activity, DEVD-Rh110 fluorescence | inhibition, % at 20 µM | hit rate 0.71% among 330,000 | AID 489030; active means inhibition of at least 40% at 20 µM;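 further: plate controls were DMSO wells for no effect and DEVD-CHO caspase inhibitor wells for full effect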
#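 System: reconstituted apoptosome with Apaf-1, cytochrome c, caspase-9, procaspase-3, dATP; Signal: Rh110 fluorescence intensity; Schedule: 30 min compound preincubation, 50 min activation, room temperature; Reagent: cytochrome c trigger plus (Z-DEVD)2-Rh110 caspase-3 substrate.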
# UBC13 polyUb: inhibitors of human UBC13 polyubiquitin chain formation. TR-FRET. inhibition, % at 20 µM. AID 485273. P61088. hit rate 0.47% among 330,000; in the data active means inhibition above about 45%, passing the limit was not always enough; inconclusive means no clear call, values can overlap the other calls
# SENP8 block-2: inhibitors of human SENP8 protease; Q96LD8; recombinant SENP8, Nedd8 substrate fluorescence; inhibition, % at 20 µM; hit rate 0.64% among 360,000; AID 602440; in the data active means inhibition mostly above about 40%, no sharp cut-off; inactive means mostly below about 27%
# SENP7 block: inhibitors of human SENP7 protease. Q9BQF6. recombinant SENP7, Z-RLRGG-aminoluciferin luminescence, 40 min. inhibition, % at 5 µM. hit rate 1.5% among 330,000. AID 434973;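 active means inhibition above about 50% at the single test dose, limit read from the data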;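 further: plate controls were DMSO with enzyme for no effect and no enzyme buffer wells for full effect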
# Target sequence (Q9BQF6 706-1050 limits assumed): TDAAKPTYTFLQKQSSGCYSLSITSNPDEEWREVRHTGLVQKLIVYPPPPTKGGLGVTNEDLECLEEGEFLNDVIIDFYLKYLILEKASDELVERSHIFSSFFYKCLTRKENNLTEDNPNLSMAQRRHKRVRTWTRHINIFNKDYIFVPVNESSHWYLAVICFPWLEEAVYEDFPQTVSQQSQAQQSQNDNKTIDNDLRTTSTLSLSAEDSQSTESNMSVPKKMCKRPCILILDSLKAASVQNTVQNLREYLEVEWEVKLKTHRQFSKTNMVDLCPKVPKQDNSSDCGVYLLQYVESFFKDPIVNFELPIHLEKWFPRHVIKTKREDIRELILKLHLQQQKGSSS
# SENP1 inh: blocks the human SENP1 SUMO protease catalytic domain. Q9P0U3. recombinant SENP1 catalytic domain, CyPet-SUMO1-YPet FRET cleavage. inhibition, % at 10 µM. hit rate 0.21% among 360,000;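 active means inhibition at least 30% at 10 µM, raw YFP signal under a set limit, fluorescence ratio 0.5 to 1.5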;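 further: 0% = enzyme with DMSO and 100% = no enzyme wells; some results filed as inactive read as strong as hits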
# Target sequence (Q9P0U3 419-644 limits assumed): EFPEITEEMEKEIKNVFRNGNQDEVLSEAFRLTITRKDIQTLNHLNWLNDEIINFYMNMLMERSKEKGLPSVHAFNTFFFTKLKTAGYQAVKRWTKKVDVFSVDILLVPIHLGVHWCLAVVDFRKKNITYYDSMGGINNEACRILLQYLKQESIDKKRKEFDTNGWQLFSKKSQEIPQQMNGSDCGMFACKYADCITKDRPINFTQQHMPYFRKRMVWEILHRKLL
#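 Assay system: hSENP1 catalytic domain, recombinant. Amount: SENP1 enzyme, 20 pM final. Schedule: 50 min reaction, RT, dark. Technique: FRET, CFP and YFP emission. Control set: no-enzyme wells low, DMSO-plus-enzyme wells high control.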
# A3G deaminase: APOBEC3G (human) deaminase inhibition | Q9HC16 | recombinant A3G, ssDNA deamination FAM/TAMRA fluorescence | inhibition, % at 20 µM | hit rate 0.28% among 330,000 | AID 493012;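 active means inhibition of at least 40% at 20 µM, with no more than 30% in the related APOBEC3A deaminase screen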;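 further: plate controls were DMSO wells with A3G for no effect and wells lacking A3G enzyme for full effect; some compounds called inactive have numbers as strong as hits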
# Target sequence (Q9HC16 whole entry, looked up): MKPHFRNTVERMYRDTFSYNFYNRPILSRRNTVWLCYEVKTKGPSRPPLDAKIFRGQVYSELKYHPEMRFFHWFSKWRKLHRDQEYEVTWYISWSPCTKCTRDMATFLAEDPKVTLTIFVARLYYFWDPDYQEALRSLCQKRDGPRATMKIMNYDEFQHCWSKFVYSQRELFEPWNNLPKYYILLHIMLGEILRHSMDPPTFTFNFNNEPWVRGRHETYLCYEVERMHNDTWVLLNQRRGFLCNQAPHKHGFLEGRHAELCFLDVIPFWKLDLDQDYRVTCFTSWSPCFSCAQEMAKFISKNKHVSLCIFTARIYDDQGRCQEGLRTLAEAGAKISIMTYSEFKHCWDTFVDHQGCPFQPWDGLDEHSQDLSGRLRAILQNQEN
# * = called active by the depositor; i = inactive; ? = inconclusive; . = no result given.
SMILES,SENP6 block,SENP8 block-1,Apaf-1 inh,UBC13 polyUb,SENP8 block-2,SENP7 block,SENP1 inh,A3G deaminase
Cc1cccc(Nc2nc(-c3ccncc3)cs2)c1,-7,-9,6,10,-35,7,-2,-9
Cc1ccc(S(=O)(=O)CCC(=O)OCC(=O)N2CCc3ccccc32)cc1,-8,-8,12,-1,1,-8,-1,-3
O=C(NCC1(c2ccccc2)CCCC1)c1ccccc1Br,-3,-5,4,-6,7,-8,3,-13
O=C(CNC1C(=O)Nc2ccccc21)Sc1ccccc1 (stereo unspecified),-2,-2,10,-6,21,-8,-1,-8
Cc1c(NC(=O)CC(C)C)c(=O)n(-c2ccccc2)n1C,-1,5,-17,-1,14,12,1,2
COc1ccc(NC2CCCN(C(=O)CCOc3ccccc3)C2)cc1 (stereo unspecified),-1,-2,2,-5,13,17,-2,-3
CCN(CC)S(=O)(=O)c1ccc(C(=O)Nc2nnc(-c3ccco3)o2)cc1,-6,1,-5,-12,11,-1,3,-9
Cn1c2ccccc2c(=O)c2c(=O)n(-c3ccccc3)c(C3CCCCC3)nc21,-3,-6,15,-6,4,-8,0,-1
COc1ccc(C(=O)N(Cc2ccccc2)c2cccc(C)c2)c(OC)c1OC,-10,-2,20,-7,-8,-8,0,-11
Cc1ccc(CSc2ccc3nnc(-c4ccccn4)n3n2)cc1,29,8,-11,5,-79,13,1,-6
O=C(c1cc(-c2ccc(Cl)c(Cl)c2)on1)N1CCCCC1,35,14,12,1,10,57*,0,2
O=C(CN(CC1CCCO1)C(=O)CNS(=O)(=O)c1ccccc1)NCc1ccccc1 (stereo unspecified),-3,3,-16,1,2,-5,3,-3
O=C1NC[C@@H](c2ccccc2)OC(=O)[C@H](Cc2ccc(F)cc2)C/C=C\C[C@H]1CC(=O)N(CCO)Cc1ccccc1,-13,-2,23,6,13,-6,2,-6
C[C@@H]1COC(=O)[C@H](CC(=O)OC(C)(C)C)C/C=C\C[C@@H](CC(=O)N(CCO)Cc2ccccc2)C(=O)N1,-7,-17,12,-8,4,-3,1,-8
CCS(=O)(=O)c1nc(S(=O)(=O)c2ccc(Cl)cc2)c(N2CCC3(CC2)OCCO3)s1,1,1,6,-6,12,3,0,2

# Reformatted as labelled records: entries from further up.
Cc1c(NC(=O)CC(C)C)c(=O)n(-c2ccccc2)n1C
  SENP6 block = -1 | SENP8 block-1 = 5 | Apaf-1 inh = -17 | UBC13 polyUb = -1 | SENP8 block-2 = 14 | SENP7 block = 12 | SENP1 inh = 1 | A3G deaminase = 2

COc1ccc(NC2CCCN(C(=O)CCOc3ccccc3)C2)cc1 (stereo unspecified)
  SENP6 block = -1 | SENP8 block-1 = -2 | Apaf-1 inh = 2 | UBC13 polyUb = -5 | SENP8 block-2 = 13 | SENP7 block = 17 | SENP1 inh = -2 | A3G deaminase = -3

# The listing picks up; the three compounds before the break are reprinted first.
SMILES,SENP6 block,SENP8 block-1,Apaf-1 inh,UBC13 polyUb,SENP8 block-2,SENP7 block,SENP1 inh,A3G deaminase
O=C1NC[C@@H](c2ccccc2)OC(=O)[C@H](Cc2ccc(F)cc2)C/C=C\C[C@H]1CC(=O)N(CCO)Cc1ccccc1,-13,-2,23,6,13,-6,2,-6
C[C@@H]1COC(=O)[C@H](CC(=O)OC(C)(C)C)C/C=C\C[C@@H](CC(=O)N(CCO)Cc2ccccc2)C(=O)N1,-7,-17,12,-8,4,-3,1,-8
CCS(=O)(=O)c1nc(S(=O)(=O)c2ccc(Cl)cc2)c(N2CCC3(CC2)OCCO3)s1,1,1,6,-6,12,3,0,2
CCOC(=O)C1CCCN(c2nc3ccccc3nc2C(C#N)C(=O)OCC)C1 (stereo unspecified),-13,-8,21,-14,-50,-4,7,-1
C[C@H](NC(=O)[C@@H]1Cc2ccccc2CN1)C(=O)NC1CCCCC1,-6,1,-4,2,7,3,2,2
O=C(O)CNC(=O)/C=C/c1c(Cl)cccc1Cl,11,2,-13,-2,15,7,3,-6
CCn1c2ccccc2c2cc(NC(=O)CSc3nnnn3-c3ccccc3)ccc21,-15,-9,5,-7,-18,-6,0,-9
COc1ccccc1NC(=O)N1CCCC1C(=O)NCc1cccs1 (stereo unspecified),-6,-2,1,2,-1,10,1,0
CCCCOC(=O)c1ccc(OC(=O)N2CCOCC2)cc1,-4,-4,2,10,20,0,1,-4
FC(F)(F)c1nnc2ccc(N3CCOCC3)nn12,-4,-10,3,-10,18,-8,2,-3
CC[C@]12c3[nH]c4cc(-c5ccco5)ccc4c3CCN1C(=O)[C@@H](CC(=O)NC/C=C(\C)CCC=C(C)C)C[C@@H]2C(=O)N1CCN(C(=O)c2ccco2)CC1,.,.,30,.,-330,-13,-29,-3
CC(C)CNS(=O)(=O)c1ccc(CCC(=O)NCc2ccco2)cc1,-8,10,-1,6,17,-1,-7,-2
COc1ccc(N(C)C(=O)c2cn(CC(C)C)c(=O)c3cc(OC)c(OC)cc23)c(OC)c1,0,-13,-1,-12,5,-10,2,3
CNC(=O)c1c(NC(=O)CS(=O)(=O)c2ccc(Cl)cc2)sc(C)c1C,8,5,1,-8,6,3,3,-4
O=C(NC12CC3CC(CC(C3)C1)C2)C1CCCN1C(=O)NC1CCCCC1 (stereo unspecified),-3,-2,10,-7,8,0,2,-5
COC(=O)c1c(NC(=O)COC(=O)CCS(=O)(=O)c2ccc(C)cc2)sc(C)c1C,-5,-6,13,1,7,3,1,-6
O=C1c2ccccc2S(=O)(=O)N1CC(O)COc1ccc(Cl)cc1 (stereo unspecified),-17,-8,20,-2,10,0,2,-3
COc1cc(/C=C/C(=O)O)cc(S(=O)(=O)Nc2cc(C(F)(F)F)ccc2N2CCOCC2)c1OC,2,4,-1,-10,-7,1,-6,-4
COc1ccc2cc(C(=O)C3CCCN(C(=O)c4snnc4C)C3)ccc2c1 (stereo unspecified),1,2,-3,18,-280,-1,1,-3
COc1ccc(-c2cc(C(=O)N(C)CC(=O)Nc3ccccc3Cl)c3ccccc3n2)cc1OC,-12,8,17,9,i,-3,-3,1
Cc1ccc(S(C)(=O)=O)cc1C(=O)Nc1cccc(S(=O)(=O)N2CCCCCC2)c1,-6,4,-2,4,18,-1,1,-5
CCOC(=O)CN1C(=O)C(CC)Oc2ccc(Cl)cc21 (stereo unspecified),8,10,-11,5,4,2,4,-2
CN(C)c1ccc(-c2nnc(-c3cccnc3)o2)cc1,15,-2,7,-2,-443,8,-1,2
Cc1ccc(O)c(C2=NNC(O)(C(F)(F)F)C2)c1 (stereo unspecified),-1,-10,7,18,-5,2,3,-5
COc1ccc2c(CC(=O)NNC(=O)c3cccs3)coc2c1,-6,9,1,1,-24,5,-8,0
CC1CCN(S(=O)(=O)CCNC(=O)c2ccccc2)CC1,3,7,1,-1,18,-1,3,-14
COc1ccc(/C=N/Nc2ncnc3sc4c(c23)CCCC4)cc1O,11,-14,20,20,-6,1,-1,0
O=C(Nc1ccc(F)cc1)c1cccc2c1C(=O)N(CC1CCCO1)C2 (stereo unspecified),-20,6,4,1,0,-1,1,-10
Cc1cc(C(=O)COc2ccc(F)cc2Br)c(C)n1C1CC1,-20,-1,24,-1,5,-3,1,-9
O=C(/C=C/c1ccco1)N(c1ccccn1)c1ccccn1,-55,1,1,-9,-24,-4,-32,77
Cc1c(C(=O)NN)nc2ccccn12,-5,-2,-12,-1,17,10,0,-3
COc1ccccc1NC(=O)CN(c1ccc(C23CC4CC(CC(C4)C2)C3)cc1)S(C)(=O)=O,9,-9,7,4,11,7,-1,0
CN(C)c1ccc(O)c2c1CC1CC3C(N(C)C)C(=O)C(C(N)=O)=C(O)[C@@]3(O)C(=O)C1=C2O (stereo partly specified),-16,6,-1,22,17,11,4,-3
CC(=O)N(CCC(Cc1ccccc1)c1ccc2c(c1)OCO2)Cc1ccccc1F (stereo unspecified),2,-5,17,0,30,2,-1,0
Cc1cccc(NC(=O)CSc2nc3ccccc3nc2N2CC(C)OC(C)C2)c1 (stereo unspecified),15,6,12,18,-172,7,-3,6
OC(C#CCN1CCOCC1)(c1ccccc1)C1CC1 (stereo unspecified),8,-6,1,-5,11,-1,4,-1
Nc1c(Cl)ncnc1N1CCCC1,-8,-7,-5,7,7,-7,2,-8
CCOC(=O)CSc1nccc(N(C)C)c1C#N,15,7,-3,4,-2,3,-1,-7
Cc1ccc(CSCC2Nc3ccc(C(=O)N4CCN(c5cccc(C)c5)C(C)C4)cc3NC2=O)cc1 (stereo unspecified),2,9,24,-18,.,3,.,46*
COCCCNC(=O)Cn1cc(C(C)=O)c2ccccc21,-9,-2,-11,13,10,-1,1,-3
O=C(COC(=O)COc1ccccc1)Nc1ncc(Cl)cc1Cl,-4,-5,-4,3,6,10,3,-3
O=C(NCC1CC1)c1cc(-c2ccccc2)nn1CC1CC(c2cccc([N+](=O)[O-])c2)=NO1 (stereo unspecified),-12,-6,7,3,26,-6,1,-3
CCC(=O)N1CCN(c2ccc(NC(=S)NC(=O)C(C)C)cc2)CC1,5,1,-9,-1,3,0,1,-7
NC(=O)C[C@@H]1N[C@]2(C(=O)Nc3ccccc32)[C@@H]2C(=O)N(c3cc(C(F)(F)F)ccc3Cl)C(=O)[C@H]12,-14,-2,1,2,10,0,0,-5
O=C(CCOc1cccc(Br)c1)Nc1ccc(F)c(S(=O)(=O)N2CCOCC2)c1,-1,13,9,5,-4,1,0,-6
COc1ccc(S(=O)(=O)NCCC(=O)N2CCCC2)cc1N(C)S(C)(=O)=O,27,4,3,-3,14,-6,1,-7
COc1ccc(N2CC(C(=O)N3CCN(C)CC3)CC2=O)cc1 (stereo unspecified),4,2,0,2,10,8,-1,-7
CCn1c(=O)c(C(=O)CN2CCN(S(=O)(=O)c3cc(C)ccc3C)CC2)c(N)n(Cc2ccccc2)c1=O,-4,3,20,-1,7,-1,-8,0
CCOC(=O)N1CCN(C(=O)CCCCCn2c(=S)[nH]c3ccsc3c2=O)CC1,-13,1,3,?,17,-8,-1,-3
Cc1ccccc1Cn1cc(NS(=O)(=O)c2cn(C)nc2C)cn1,-16,-6,-8,13,0,-9,2,-6
COc1ccc(Cl)cc1NC(=S)N1CCC(c2ccc(C)cc2)C1 (stereo unspecified),-13,-5,7,-1,12,-1,0,-2
C=CC[N+](C)(C)CCN1C(=O)C2C(c3ccccc3)C=CC(c3ccccc3)C2C1=O (stereo unspecified),-4,-7,-4,-7,2,-6,12,-3
Cc1c(NC(=O)c2cc(-c3cccs3)nc3ccccc23)c(=O)n(-c2ccccc2)n1C,5,5,8,0,-70,-3,-2,-7
COc1ccc(OC)c(NC(=O)NC2CCCCCCC2)c1,-10,-2,2,8,7,6,1,-6
COc1cccc(-c2nc(CS(=O)(=O)CC(=O)NCCCN3C(C)CCCC3C)c(C)o2)c1 (stereo unspecified),1,-4,10,3,7,0,-3,8
CCC(=O)N1CCc2cc(S(=O)(=O)NC(Cc3ccccc3)C(=O)Nc3nccs3)ccc21 (stereo unspecified),-3,3,-2,7,14,4,3,-2
Cc1cc(C)cc(NC(=O)c2sc3nc(C)cc(C)c3c2N)c1,2,-12,-1,10,-454,-13,-59,-6
CCCCCC(=O)Nc1c2c(nc3ccccc13)CCC2,-3,3,-3,-7,7,-2,1,-5
CCOc1ccccc1OCCCC(=O)Nc1cc(S(=O)(=O)N2CCOCC2)ccc1OC,-17,2,5,-1,8,7,-4,-4
O=C(NCc1ccccc1)C1=C[C@H](c2ccc(C(F)(F)F)cc2)C[C@H](OCCCCO)O1,0,8,0,-9,-49,0,-7,-4
O=C(O)CSc1nnc(-c2cccc(S(=O)(=O)N3CCOCC3)c2)n1-c1cccc(Cl)c1,-10,-11,5,-1,7,-13,4,-8
CC1CC(=O)C2=C(C1)Nc1ccccc1SC2c1ccc(F)cc1 (stereo unspecified),-1,-5,18,-16,-42,-16,-1,-4
CCc1ccc(OCC(=O)N2CCN(c3ccccn3)CC2)c(Br)c1,-11,-1,14,1,-8,-5,1,4

# Looked up above:
# Under SENP8 block-2, CC1CC(=O)C2=C(C1)Nc1ccccc1SC2c1ccc(F)cc1 (stereo unspecified) has -42
# Under SENP8 block-1, COc1ccc(Cl)cc1NC(=S)N1CCC(c2ccc(C)cc2)C1 (stereo unspecified) has -5
